Assay outcomes as filed in PubChem.
FUS suppressor = qHTS for Suppressors of FUS Proteinopathy: Primary screen using FUS-linked yeast assay. 0.24% of 390,000 active. S. cerevisiae FUS-expressing, growth rescue, OD600, 24 h. Potency, µM (titrated, usually from 76.6 µM), for the others: at the top dose growth rescue (activation), hits mostly activators;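 further: potency means the concentration at half of the fitted maximal effect; plate controls were DMSO vehicle for no effect and reference control for full effect; nearly all actives have a fitted effect of over 55% in size; some results filed as inactive show a strong effect at the top dose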
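Quantitative HTS measuring growth restoration of FUS-toxic yeast. Galactose-induced cells (OD 0.005) were exposed 24hr at 30C to compounds at several concentrations, then absorbance at 600 nm was recorded.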
PTHR1 ag = qHTS for PTHR1 Agonists: Primary Screen | 0.075% of 410,000 active | Parathyroid hormone/parathyroid hormone-related peptide receptor (Homo sapiens), Q03431 | Potency, µM (series often up to 115 µM), without a hit: at the highest dose activation, actives largely listed as activators | AID 743266, 2014 | HEK293 GP2 PTHR1 cells, GloSensor cAMP luminescence, 1 h; further: potency means the concentration at half of the fitted maximal effect; nearly all actives have a fitted effect of over 55% in size; some results filed as inactive show a strong effect at the top dose; inactives centre near -15; many of its hits are not listed in these tables
Target sequence (Q03431 whole entry, looked up): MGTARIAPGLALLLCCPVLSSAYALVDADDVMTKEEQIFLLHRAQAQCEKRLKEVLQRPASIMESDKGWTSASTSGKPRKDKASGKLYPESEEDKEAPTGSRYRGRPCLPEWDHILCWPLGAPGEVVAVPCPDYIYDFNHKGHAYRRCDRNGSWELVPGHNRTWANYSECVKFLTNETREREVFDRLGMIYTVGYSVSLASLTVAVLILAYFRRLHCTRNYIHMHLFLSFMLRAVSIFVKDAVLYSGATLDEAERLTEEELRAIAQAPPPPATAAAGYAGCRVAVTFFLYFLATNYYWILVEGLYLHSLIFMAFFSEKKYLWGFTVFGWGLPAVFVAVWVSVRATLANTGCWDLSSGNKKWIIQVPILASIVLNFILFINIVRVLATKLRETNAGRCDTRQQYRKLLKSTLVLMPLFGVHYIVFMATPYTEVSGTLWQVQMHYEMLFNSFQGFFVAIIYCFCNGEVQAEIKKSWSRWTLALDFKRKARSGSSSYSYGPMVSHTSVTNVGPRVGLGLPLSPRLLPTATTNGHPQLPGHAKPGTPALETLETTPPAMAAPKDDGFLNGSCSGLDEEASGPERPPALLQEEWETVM
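HEK-293-derived GP2 cells expressing PTHR1 and a GloSensor cAMP reporter, 3,000/well, plated overnight, given luciferin plus IBMX (each 0.5 mM as added) for 1 h at 37 °C, then compound for 1 h at 37 °C. Luminescence was read after 15 min at room temperature.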
Abeta yeast res = qHTS for compounds that reverse cellular toxicity of Amyloid beta (A-beta) peptide in yeast: Primary Screen. yeast expressing A-beta42, growth rescue, OD600, 48 h; response scale: 0% DMSO, 100% iron-clioquinol control. Potency, µM (top dose mostly 46.1 µM), inactives show at the highest dose growth rescue, hits mostly activators. 0.063% of 410,000 active. AID 1347071, 2019; further: potency means the concentration at half of the fitted maximal effect; nearly all actives have a fitted effect of over 55% in size
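Yeast growth medium received pinned compounds, then yeast cells expressing toxic A-beta were added; plates incubated at 30 C for 48 hr. Growth read as absorbance at 600 nm, normalized to DMSO and equimolar FeCl3 plus clioquinol controls.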
DRD3 antagonist = qHTS of D3 Dopamine Receptor Antagonist: qHTS; D3R cells, DiscoveRx beta-arrestin luminescence, antagonist mode; hits give low values; max response, negative = inhibition, %; 2.5% of 360,000 active; in the data active means max response below about -50%; inconclusive means no clear call, values can overlap the other calls; further: on the % scale 0 is the no-effect control and ±100 the full control effect; mostly tested at two doses, the higher about 12 µM
Target sequence (P35462 whole entry, looked up): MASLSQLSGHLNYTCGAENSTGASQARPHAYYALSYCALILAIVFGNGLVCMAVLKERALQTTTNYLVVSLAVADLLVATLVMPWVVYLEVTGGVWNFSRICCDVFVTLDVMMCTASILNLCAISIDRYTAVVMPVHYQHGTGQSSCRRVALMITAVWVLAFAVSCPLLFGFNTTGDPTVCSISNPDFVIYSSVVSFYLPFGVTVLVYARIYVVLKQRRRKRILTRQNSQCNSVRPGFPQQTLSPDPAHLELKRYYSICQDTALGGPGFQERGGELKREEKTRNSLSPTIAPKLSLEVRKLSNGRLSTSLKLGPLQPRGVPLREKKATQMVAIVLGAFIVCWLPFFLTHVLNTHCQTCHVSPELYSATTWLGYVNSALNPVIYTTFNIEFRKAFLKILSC
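Cells plated overnight at 1500 cells/well, then exposed to library compounds with dopamine controls for 90 minutes at 37 degrees C. DiscoveRx reagent added for 30–60 minutes at room temperature; luminescence read, quantitative HTS format.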
TDP43 rescue = qHTS of TDP-43 Inhibitors; TDP-43 expressing yeast growth rescue, BacTiter-Glo, 24 h; Potency, µM (highest dose often 46.1 µM), without a hit: at the highest dose growth rescue (activation), most hits filed as activators; 1.8% of 410,000 active; AID 652104, 2013; further: potency means the concentration at half of the fitted maximal effect; % of control where 0% means no effect; nearly all actives have a fitted effect of over 50% in size
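Cell-based yeast growth screen: TDP-43 expression induced in galactose, inoculum OD600=0.02 after raffinose pregrowth to mid-log. Read-out BacTiter-Glo luminescence at 24 hr, 30 deg C; inhibition of toxicity seen as signal increase.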
GLP1R ag = qHTS of GLP-1 Receptor Agonists; Glucagon-like peptide 1 receptor (Homo sapiens), P43220; HEK293 GLP-1R CRE-luciferase, luminescence, 4-6 h; cells express a hypersensitive GLP-1R form; Potency, µM (doses to about 45.6 µM), for inactives: at the highest dose activation, usual class: activators; 0.007% of 380,000 active; AID 624172, 2012; further: potency means the concentration at half of the fitted maximal effect; % of control where 0% means no effect
aSyn rescue = qHTS of alpha-syn Inhibitors; Yeast expressing alpha-synuclein, growth rescue, BacTiter-Glo, 24 h; Potency, µM (series often up to 46.1 µM), inactives show at the highest dose growth rescue (activation), most hits filed as activators; 0.14% of 370,000 active; further: potency means the concentration at half of the fitted maximal effect; % of control where 0% means no effect; nearly all actives have a fitted effect of over 65% in size
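Screening used galactose-induced yeast with toxic alpha-synuclein levels, exposed to compound for 24 hr at 30 deg C. Cell growth, read with BacTiter-Glo luminescence, gave the measured signal.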
GLP1R inv ag = qHTS of GLP-1 Receptor Inverse Agonists (Inhibition Mode) | HEK293 GLP-1R CRE-luciferase, luminescence, 24 h; GLP-1R form is constitutively active | Potency, µM (series often up to 38.3 µM), for the others: at the highest dose activity change, negative = inhibition, actives largely listed as inhibitors | 1.6% of 410,000 active; further: potency means the concentration at half of the fitted maximal effect; on the % scale 0 is the no-effect control and ±100 the full control effect; nearly all actives have a fitted effect of over 55% in size
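Using stably transfected HEK293 (constitutively active GLP-1R, cAMP-luciferase reporter), compounds were incubated 24 hr and luciferase measured by luminescence.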
Akt phos inh = HTS Assay for Inhibitors of Akt Phophorylation: Primary Screen. Neuro2A IGF-stimulated pAkt S473 HTRF, 20 min; hits give low values. activity change, % for hits at 50 µM. 0.32% of 360,000 active; in the data active means activity change below about -80%; inconclusive means mostly about -51% to -80%; further: on the % scale 0 is the no-effect control and ±100 the full control effect
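Neuro2A cells in DMEM with 0.5% FBS, overnight at 37 deg C, given compound at single 50 µM final, then IGF (6 nM final) for 20 min at 37 deg C. Lysed; phospho-Akt Ser473 by HTRF after 24 h, 665/615 ratio.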
Numbers without * were called inactive; i = inactive; ? = inconclusive; . = not tested or not shown; [ ] = another dose, or the depositor's remark. Unless noted, the call rests on the fitted dose curve; in most records, active means well fitted curve in the direction sought with a large enough effect; inconclusive means small, poorly fitted or top-dose-only effect, or another doubt; inactive means no such curve, though single readings can be large; an effect the other way counts as inactive or inconclusive. An excerpt; the hit share may differ from the screen's.

Structure	aSyn rescue	TDP43 rescue	PTHR1 ag	DRD3 antagonist	Akt phos inh	FUS suppressor	GLP1R inv ag	Abeta yeast res	GLP1R ag
Cc1cc(C)cc(NS(=O)(=O)c2ccc(-c3cc(C)no3)s2)c1	.	18%	-35%[inhibitor]	.	.	4%	?	0%	.
COc1ccc(C(=O)Nc2nc(OCC(F)(F)F)cnc2/C=C\c2ccccc2)c(OC)c1	-6%	14%	-12%	72	i	-7%	13%	-12%	23%
CC1(C)CC(=O)C2=C(C1)OC(N)=C(C#N)C2c1ccccc1OC(=O)N1CCOCC1 (stereo not given)	4%	-7%	-29%[57.5 µM]	8	i	21%	-8%	-4%	-8%
O=C(NCC1CCCO1)C(c1cccs1)N(C(=O)c1ccc(-c2ccccc2)[nH]1)C1CCCC1 (stereo not given)	14%	20%	-17%	-23	i	43%	10µM*	11%	-2%
Cc1noc(C)c1C(=O)OCC(=O)C12CC3CC(CC(C3)C1)C2	8%	-2%	-6%	17	i	-20%	-15%	-3%	-1%
C/C(=N\O)c1ccc2c(c1)OCCO2	-10%	4%	i	-7	i	-3%	2%	1%	-12%
CCOC(=O)c1c(S(=O)(=O)N2CCCC(C(=O)Nc3ccc(OCC)cc3)C2)c(C)n(C)c1C (stereo not given)	.	16%	i	.	.	-6%	-3%	2%	.
CSc1ccccc1NC(=O)CCn1c(=O)sc2ccccc21	4%	16µM*	-13%	-5	i	5%	?	7%	-5%

3 entries already listed, ordered by formula weight, ascending.
Structure	aSyn rescue	TDP43 rescue	PTHR1 ag	DRD3 antagonist	Akt phos inh	FUS suppressor	GLP1R inv ag	Abeta yeast res	GLP1R ag
Cc1noc(C)c1C(=O)OCC(=O)C12CC3CC(CC(C3)C1)C2	8%	-2%	-6%	17	i	-20%	-15%	-3%	-1%
COc1ccc(C(=O)Nc2nc(OCC(F)(F)F)cnc2/C=C\c2ccccc2)c(OC)c1	-6%	14%	-12%	72	i	-7%	13%	-12%	23%
CCOC(=O)c1c(S(=O)(=O)N2CCCC(C(=O)Nc3ccc(OCC)cc3)C2)c(C)n(C)c1C (stereo not given)	.	16%	i	.	.	-6%	-3%	2%	.

(further entries)
Structure	aSyn rescue	TDP43 rescue	PTHR1 ag	DRD3 antagonist	Akt phos inh	FUS suppressor	GLP1R inv ag	Abeta yeast res	GLP1R ag
COC(=O)[C@@H]1[C@H](CCc2ccccc2)NC(=O)N(Cc2ccccc2)[C@@H]1C	7%	0%	-12%	19	i	-2%	-20%	4%	-3%
N#CC(Sc1ccccn1)c1ccc(Cl)cc1 (stereo not given)	-2%	12%	-8%	-3	i	-19%	?	-29%	4%
CCOC(=O)C1CCN(c2c(NCc3ccc(C(=O)NCCOC)cc3)c(=O)c2=O)CC1	1%	12%	i	29	i	-45%	0%	2%[9.22 µM]	-14%
CCCCCCCCCC[n+]1cccc(C(=O)N(CC)CC)c1	5%	-14%	-11%	-5	i	-14%	-35%	-5%	-4%
Cc1cc(C)n(-c2ccc3nnc(C)n3n2)n1	1%	-13%	12%	-24	i	9%	29%	4%	-1%
Cc1cc(NC(=O)CN2CCC(C)CC2)nc2c1c(=O)oc1ccccc12	.	14%	i	.	.	-16%	2%	-4%	1%
Cc1ccn2c(CNC(C)c3cn(C)nc3C)c(C(=O)N3CCCCCC3)nc2c1 (stereo not given)	3%	19%	i	-19	i	4%	-7%	-4%	-3%
CCC(C)(C)n1nnnc1C(c1ccc2ncccc2c1)N1CCN2CCCC2C1 (stereo not given)	-2%	-13%	-7%[57.5 µM]	-5	i	7%	-9%	10%	-1%
CCc1nc2c(OCc3c(C)noc3C)cccn2c1N(C)C(=O)C(C)C	-10%	7%	-3%	17	i	-15%	3%	-27%	8%
CNS(=O)(=O)c1cn(CC(=O)N(C)Cc2ccccc2)cc1S(=O)(=O)NC	-25%	-7%	15%	-1	i	-8%	14%	-13%	-3%
Cn1c(CCNC(=O)c2ccco2)nc2cc([N+](=O)[O-])ccc21	2%	10%	-1%	1	i	-14%	3%	3%	1%
COc1ccc(-c2nnn(Cc3nc(N)nc(N4CCOCC4)n3)n2)cc1OC	-10%	-4%	i	47	i	-11%	140%[activator]	-4%	7%
S=C(NCCCc1ccccc1)NCc1ccccc1	9%	10%	-10%	-3	i	8%	?	?	3%
Cc1ccc(-n2ncc3c(=O)[nH]c(SCC(=O)N4CCN(c5ccccc5)CC4)nc32)cc1	1%	-11%	-22%	2	i	-1%	-8%	2%	4%
COCC(=O)NNS(=O)(=O)c1ccccc1[N+](=O)[O-]	11%	-11%	i	4	i	-9%	14%	10%	5%
CCCCOc1ccc(C(=O)NCC(=O)NCC(c2ccc(OC)cc2)N2CCCC2)cc1 (stereo not given)	-1%	14%	-40%[inhibitor]	-6	i	15%	?	-12%	10%
O=C(Cn1c(=O)oc2ccccc21)NCC1COc2ccccc2O1 (stereo not given)	1%	-18%	-17%	-3	i	6%	-15%	7%	7%
Cc1cc(NC(=O)c2ccc(Br)c([N+](=O)[O-])c2)no1	1%	-15%[0.397 µM]	i	0	i	5%	26%	-15%	8%
CCC(CC)C(=O)Nc1cc(C)cc(C)c1	-1%	6%	i	-2	i	-5%	-3%	10%	0%
CCOc1nc(Oc2cccc(C(=O)O)c2)nc(Oc2cccc(C(=O)O)c2)n1	4%	10%	-31%[inhibitor][57.5 µM]	-14	i	-10%	9%	1%	-9%
COc1ccccc1NS(=O)(=O)c1cc(NC(=O)Nc2ccc(Cl)cc2Cl)ccc1N1CCCCC1	1%	-7%	-10%	-1	i	-2%	-20%	16%	-4%
CCc1ccc(C2=NN(C(C)=O)C(c3ccco3)C2)cc1 (stereo not given)	8%	20%	-38%	4	i	-11%	?	5%	-14%
CCOC(=O)c1[nH]c(C)c(C(=O)Nc2ccccc2F)c1C	-12%	8%	i	11	i	.	-21%	21%	0%
CC(C)C(NC(=O)CNC(=O)OC(C)(C)C)C(=O)NCc1ccccc1 (stereo not given)	-16%	4%	i	-9	i	?	13%	8%	-1%
O=C(CNC(=O)c1ccc(S(=O)(=O)N2CCCC2)cc1)N/N=C/c1ccc(F)cc1	1%	5%	-4%	-1	i	-35%	-7%	-7%	6%
Cc1ccc(-c2ccc(/C=N/NC(=O)CN3CCCC3)o2)cc1Cl	11%	11%	i	-4	i	39%	?	-7%	4%
COc1cc(C=O)c(Br)cc1OC1CCCC1	-12%	3%	-6%	29	i	-5%	?	-27%	8%
O=C(Cc1ccccc1)N1CCCC(c2nc(-c3cccs3)no2)C1 (stereo not given)	0%	-11%	-34%[inhibitor]	26	i	24%	6%	-4%	0%
CNC(=O)CSc1nnc(-c2ccc3c(c2)OCO3)n1C	-1%	-12%	i	-7	i	-5%	9%	-6%	-1%
CC(C)(C)NC(=O)NC(=O)COC(=O)c1cccc(F)c1	16%	-18%	i	11	i	9%	-10%	11%	5%
CCOCCCNC(=O)c1c(-c2ccccc2)noc1C	1%	-17%	-16%	-15	i	12%	6%	3%	0%
CCCCn1c(N)c(N(CCOC)C(=O)c2cc(-c3ccncc3)nc3ccccc23)c(=O)[nH]c1=O	2%	26%	-34%[inhibitor]	-9	i	.	22%	-4%	-9%
CCc1ccc(-n2c(=O)c3c4c(sc3n(CC(=O)c3ccc(F)cc3)c2=O)CCC4)cc1	.	14%	i	.	.	-3%	-1%	-2%	.
CCC(CO)Nc1ncc([N+](=O)[O-])cc1C#N (stereo not given)	0%	-7%	-10%	-18	i	.	9%	-10%	4%
CC1CCCCN1C(=O)c1cc(-c2ccc3c(c2)OCO3)on1 (stereo not given)	2%	18%	-20%	-7	i	5%	?	-10%	18%
Cc1ccc(NC(=O)c2ccco2)c(OCc2cc(=O)n3cc(C)sc3n2)c1	.	3%	i	.	.	-1%	0%	-9%	.
CC1(C(=O)NS(=O)(=O)c2ccccc2)CCN1C(=O)Cc1ccc(-c2ccccc2)cc1 (stereo not given)	0%	?	i	-8	i	?	?	-3%	-5%
Nc1nc(=S)c2ncn(C3CCCC3)c2[nH]1	4%	-5%	i	-2	i	-1%	-14%	6%	10%
COCCn1nnnc1C(c1cc2ccc(OC)cc2[nH]c1=O)N1CCc2ccccc2C1 (stereo not given)	0%	0%	-33%[inhibitor][57.5 µM]	15	i	23%	9%	23%	0%
Cn1cc(SCC(=O)NCc2ccc(F)cc2)c2ccccc21	6%	?	-2%	3	i	4%	-25%	10%	10%
Cc1cc(C)cc(NC(=O)CCS(=O)(=O)c2cccc3nsnc23)c1	.	23%	-21%	.	.	-2%	12%	4%	-3%
COc1cc(C(=O)NC2CC2)cc(OC)c1OC	-5%	-8%	-20%	-20	i	2%	26%	-11%	6%
NC(=O)CSc1nnnn1-c1cccc(Cl)c1	3%	-14%	i	6	i	2%	-14%	12%	-6%
COc1ccccc1NS(=O)(=O)c1ccc2c(c1)n(C)c(=O)n2C	0%	-22%	-5%[57.5 µM]	8	i	24%	59%[activator]	2%	5%
Cc1cccc(NC(=O)N2CCN(Cc3ccccc3)CC2)c1	1%	19%	0%[57.5 µM]	-29	i	15%	2%	12%	-14%
CCn1cc([N+](=O)[O-])c(C(=O)N2N=C(c3ccc(O)c(OC)c3)CC2c2ccccc2O)n1 (stereo not given)	-3%	12%	-13%	-16	i	13%	-21%	3%	3%
O=C1N=c2ccccc2=C1c1sc(=S)n(CC2CCCO2)c1O (stereo not given)	3%	6%	i	6	i	-13%	-8%	15%	-16%
Cc1occc1-c1nnc(SCC(=O)NCc2cccs2)n1-c1ccc(F)cc1	-7%	8%	-6%[57.5 µM]	-20	i	26%	?	-5%	0%
